# M1 PAM parental: nonselective activator or artifact in parental CHO-K1 calcium assay; ATP EC20, Fluo-8 calcium fluorescence; 0% at ATP EC20, 100% at ATP max; activation, % at 3 µM; 0.02% of 360,000 active;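 active = activation above the run cutoff, the mean activation of all test compounds plus 3 SD, cut at about 40% in these data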;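 also: peak over basal fluorescence ratio in a 140 s read after ATP addition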
# CHRM1 agonist: human M1 muscarinic receptor agonism; 0.33% of 360,000 active; activation, % at 3 µM; P11229; CHO-K1 hM1, Fluo-8 calcium fluorescence, agonist mode; 0% DMSO, 100% acetylcholine EC100;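 active = activation above the run's mean compound activation plus 3 SD, cut at about 16% in these data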;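 also: peak over basal fluorescence ratio within a 140 s kinetic read after compound addition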
# Target sequence (P11229 whole entry, looked up): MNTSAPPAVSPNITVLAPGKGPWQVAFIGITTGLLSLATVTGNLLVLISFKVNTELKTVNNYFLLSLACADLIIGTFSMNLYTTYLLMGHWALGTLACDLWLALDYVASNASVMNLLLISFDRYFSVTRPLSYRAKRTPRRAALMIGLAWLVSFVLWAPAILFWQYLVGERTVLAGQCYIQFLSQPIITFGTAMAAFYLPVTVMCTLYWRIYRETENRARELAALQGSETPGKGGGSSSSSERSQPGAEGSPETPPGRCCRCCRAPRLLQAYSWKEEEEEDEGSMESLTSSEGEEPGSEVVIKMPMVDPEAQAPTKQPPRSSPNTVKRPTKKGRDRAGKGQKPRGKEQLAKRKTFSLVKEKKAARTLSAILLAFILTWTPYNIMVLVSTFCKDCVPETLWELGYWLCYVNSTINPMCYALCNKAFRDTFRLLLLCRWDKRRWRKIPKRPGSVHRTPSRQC
# CHRM1 PAM: positive allosteric modulators of human M1 muscarinic receptor. 0.088% of 360,000 active. activation, % at 3 µM. CHO-K1 hM1, Fluo-8 calcium fluorescence, ACh EC20; 0% = ACh EC20, 100% = maximal ACh. P11229; in the data active = activation above about 19%, passing the limit was not always enough
# CHO parental Ca: signal in parental CHO cells, OX1R antagonist counter-screen | parental CHO-K1, ATP-induced calcium, Fluo-8 fluorescence | inhibition, % at 5.6 µM | 0.63% of 330,000 active;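 active = inhibition above that plate's mean sample inhibition plus 3 SD, cut at about 26% in these data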;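 also: 0% = ATP-challenged DMSO wells and 100% = DMSO wells without ATP; some compounds past the cut are filed as inactive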
#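 Test system: parental CHO cells; detection: calcium-sensitive Fluo-8 fluorescence; evaluation: percent inhibition of calcium signal; also added: ATP as calcium-mobilizing challenge; repeats: one well per compound; control set: ATP-challenged DMSO wells low, unchallenged DMSO wells high; compound: single nominal dose of 5.6 µM per compound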
# TAAR1 antag: antagonists of human TAAR1; Q96RJ0; CHO RD-HGA16 TAAR1, Fluo-8 calcium fluorescence, antagonist; inhibition, % at 3 µM; AID 624466; 1.5% of 360,000 active;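 active = inhibition above a per-plate cutoff, the mean inhibition of test compounds on that plate plus 3 SD, cut at about 49% in these data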;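 also: 0% = DMSO plus EC80 beta-PEA response and 100% = DMSO alone without agonist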
# Target sequence (Q96RJ0 whole entry, looked up): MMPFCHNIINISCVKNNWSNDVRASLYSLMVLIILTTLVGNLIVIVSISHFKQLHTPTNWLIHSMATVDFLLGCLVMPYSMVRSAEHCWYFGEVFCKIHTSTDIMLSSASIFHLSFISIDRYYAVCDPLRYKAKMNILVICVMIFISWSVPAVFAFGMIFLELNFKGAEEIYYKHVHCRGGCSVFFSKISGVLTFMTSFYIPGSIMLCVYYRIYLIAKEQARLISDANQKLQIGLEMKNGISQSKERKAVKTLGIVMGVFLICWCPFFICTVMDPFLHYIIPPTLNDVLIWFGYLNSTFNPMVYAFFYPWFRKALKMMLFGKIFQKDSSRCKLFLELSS
#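 Test system – hTAAR1-expressing CHO RD-HGA16 cells, Gα16-coupled · Reagent – β-PEA at EC80 concentration, post-compound challenge · Compound dosing – 3 µM, single point · Timing – 140 s kinetic read after compound, 140 s after agonist · Detection – Fluo-8 intracellular calcium dye fluorescence, real-time kinetic reads · Control set – DMSO and EC80 PEA controls · Repeats – n of 1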
# TAAR1 agonist: agonists of human TAAR1; 0.99% of 360,000 active; CHO RD-HGA16 TAAR1, Fluo-8 calcium fluorescence; vehicle wells 0%, saturating PEA agonist 100%; Q96RJ0; activation, % at 3 µM;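 active = activation above the mean activation of all test compounds in the run plus 3 SD, cut at about 38% in these data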
#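 Assay system – CHO-derived RD-HGA16 cells with stable Gα16 and human TAAR1 · Compound dosing – one-point dosing at 3 µM (nominal) · Incubation – 17-24 h seeding, 75 min 37 °C dye, 30 min RT · Measured by – kinetic Fluo-8 calcium fluorescence · Control set – DMSO vehicle as 0%, PEA at EC100 as 100% · Repeats – single well for each compound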
# CHO-K1 Ca antag: counter-screen for M1 antagonists: effect in parental CHO-K1 cells | 0.6% of 360,000 active | ATP-induced calcium, Fluo-8 fluorescence | inhibition, % at 3 µM;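 active = inhibition above a per-plate cutoff, the plate's mean sample inhibition plus 3 SD, cut at about 24% in these data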;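 also: 0% = DMSO plus EC80 ATP and 100% = DMSO alone without ATP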
# CHO-K1 Ca ag: nonselective activator or artifact in parental CHO-K1 cells | Fluo-8 calcium fluorescence; scaled to maximal ATP response, vehicle zero | activation, % at 3 µM | 0.48% of 360,000 active | AID 602248; in the data active = activation above about 15%;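 also: untransfected CHO-K1 host cells lacking M1 receptor as counterscreen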
# CHRM1 antagonist: human CHRM1 antagonism; CHO-K1 hM1, Fluo-8 calcium fluorescence, ACh EC80 antagonist; inhibition, % at 3 µM; 1.3% of 360,000 active;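 active = percent inhibition above its own plate's cutoff, namely the mean of that plate's compound wells plus 3 SD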;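 also: peak over basal fluorescence ratio during 140 s after agonist addition; 0% = ACh EC80 plus DMSO and 100% = DMSO alone without agonist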
# An asterisk follows results filed as active; x = not tested or not shown.
canonical_smiles	M1 PAM parental	CHRM1 agonist	CHRM1 PAM	CHO parental Ca	TAAR1 antag	TAAR1 agonist	CHO-K1 Ca antag	CHO-K1 Ca ag	CHRM1 antagonist
CC1CCCC(C)N1C(=O)c1cc(-c2ccco2)on1 (stereo not given)	-11	2	6	-5	-5	-2	12	-1.1	7
Cc1c(C)c2cc(Cl)c(OCC(=O)N3CCN(c4ccc(F)cc4)CC3)cc2oc1=O	-5	-3	3	-5	-11	2	-7	0.3	-2
COC(=O)CSc1nnc(CNC(=O)c2ccc(OC)c(OC)c2)n1C	14	-4	8	-8	-13	1	-8	0.9	-9
O=C(c1cc(COc2ccc3ncccc3c2)on1)N1CCC[C@H]1CO	-8	5	-5	20	32	5	16	15	11
Cc1ccccc1-c1nnc(SCC#N)o1	6	-5	6	-2	-7	2	-4	4.6	-5
CC(=O)Nc1ccc(S(=O)(=O)NNC(=O)NC23CC4CC(CC(C4)C2)C3)cc1	5	2	17	-15	6	2	-1	0.0	-4
COC(=O)c1cc(-c2ccc(OC)c(OC)c2)c2c(=O)[nH]c(=O)n(C)c2n1	-9	-3	2	-13	-11	0	-3	-0.5	-3
CCNc1nc(NCC)nc(N(C)N)n1	9	-3	11	-8	0	0	3	0.7	-15
CCN(Cc1ccccc1)C(=O)CSc1ccccc1C(=O)O	16	-2	9	-5	-5	11	-20	0.5	-17
COc1ccccc1NC(=O)CSc1nc(O)cc(=O)[nH]1	1	-1	9	5	12	10	-5	0.1	-10
COc1ccc(C)cc1S(=O)(=O)N1CCCC(C(=O)N2CCN(c3ccccc3)CC2)C1 (stereo not given)	6	-2	9	-17	20	5	1	5.4	-13
O=C(CN1CCCCCC1)Nc1ccccc1[N+](=O)[O-]	18	-8	11	12	-1	1	8	0.6	-21
COc1cccc(NC(=O)COC(=O)CCCc2c[nH]c3ccccc23)c1	15	0	1	-15	28	17	-9	6.9	-1
CC(=O)N1c2ccc(S(=O)(=O)N3CCCCC3)cc2CC1C(=O)Nc1ccc(F)cc1C (stereo not given)	-9	-3	-4	15	-23	4	-17	2.1	8
CCOC(=O)N/N=C(C)/C=C/c1ccccc1	7	-5	8	-2	2	1	4	7.4	-2
O=C(Cc1ccccc1[N+](=O)[O-])NCc1ccc(Cl)cc1Cl	16	-6	-8	-10	5	0	-3	0.6	0
Cc1c(OCC(=O)N[C@@H](Cc2ccccc2)C(=O)O)ccc2c3c(c(=O)oc12)CCC3	15	-4	5	1	-15	1	-10	0.1	-6
O=S(=O)(c1cc(Cl)ccc1Cl)n1nnc2ccccc21	9	-3	8	-2	-13	6	-18	0.2	-9
Cc1ccc(Cn2nnc3c(=O)n(CC(=O)NCc4ccc5c(c4)OCO5)cnc32)cc1	26	-5	6	-14	-3	8	-8	1.2	-15
CCN1CCN(CC(=O)N/N=C/c2cc(Br)cs2)CC1	5	-2	10	-5	-24	1	-3	-0.3	-8
Cc1ccc(NC2=C(NC(=O)c3ccccc3)C(=O)c3ccccc3C2=O)cc1Cl	20	-6	-5	-15	41	9	-4	2.4	18
CCN(CC)S(=O)(=O)c1cccc(NC(=O)COC(=O)c2ccc(Br)o2)c1	0	-1	-8	3	12	8	6	25*	11
CC1CCc2c(sc(NC(=O)CCCn3cnc([N+](=O)[O-])n3)c2C(N)=O)C1 (stereo not given)	18	-5	6	4	-10	1	-10	-0.2	-13
CC(=O)c1cc(C)c(OCc2cn(CC(=O)c3ccc(O)cc3)nn2)c(C)c1	16	0	12	x	-4	1	-8	1.3	-7
COc1ccc(OC)c(-c2nc(C(=O)NCC3CCCO3)cc3c2[nH]c2ccccc23)c1 (stereo not given)	11	-2	-4	-18	39	1	-2	2.3	-3
CCOC(=O)CC(=O)CSc1nnc(Cn2c(=O)sc3ccccc32)n1C	9	-5	-3	-19	5	6	-8	-0.1	8
O=c1[nH]ncc(N/N=C\c2cccnc2)c1Cl	9	-2	5	-11	-16	11	-9	0.5	-8
OC[C@H]1O[C@@H](c2nc(-c3ccccc3Br)no2)[C@H](O)[C@@H](O)[C@H]1O	3	-1	-1	x	-1	1	-3	0.2	0
COC(=O)c1cc(=O)n(Cc2cccs2)c(=NCc2cccs2)s1	12	-4	1	-4	1	4	-5	0.7	2
Cc1ccc(OCCCn2ccnc2)cc1C	-4	-6	-7	3	21	13	10	0.7	20
CC(C(=O)NC1CCCCC1)N1C(=O)C2C3C=CC(C3)C2C1=O (stereo not given)	18	-4	13	-4	-13	1	-14	1.1	-18
CN(C)c1cc(-c2ccccc2)nc(N)n1	-1	-8	-1	-6	-14	0	6	-0.6	5
COc1cc2[nH]c3c(=O)n(CCN4CCCCC4)cnc3c2cc1OC	1	-2	1	3	4	-1	1	-0.6	-6
Cc1onc(-c2ccccc2)c1C(=O)NCCCc1ccccc1	-20	-6	5	-11	-7	1	8	-0.6	-1
NC(=O)c1c(NC(=O)CSc2nc(N)cc(=O)[nH]2)sc2c1CCCC2	12	-5	12	-5	-17	1	-6	-0.1	-15
Nc1nc(C(F)(F)F)cc(=O)n1N	-5	-6	-1	0	-16	8	4	-0.1	3
CCOc1ccc(/C=C2\C(=O)c3ccccc3OC2c2ccccc2)cc1 (stereo not given)	14	0	13	-13	-2	2	2	0.2	-14
Cc1ccc2c(c1)N(CC(=O)N1CCCCCC1)C(=O)c1cccnc1O2	6	-3	8	3	-17	1	-5	1.7	-10
Cc1ccc(NC(=O)C(C)OC(=O)CSc2ccccc2)cc1 (stereo not given)	-16	-1	15	4	-23	-1	4	-0.4	-17
Cn1c(SCc2cccc([N+](=O)[O-])c2)nc2ccccc2c1=O	-9	0	-13	36*	24	3	-3	1.7	36*
C[C@@H](CN1C(=O)C(=O)NC[C@@H]1C)NC(=O)CC12CC3CC(CC(C3)C1)C2	14	-4	13	-6	0	0	-5	0.2	-10
COc1ccc(N(C(=O)c2ccncc2)S(=O)(=O)c2ccc(Cl)cc2)cc1	12	-3	0	-19	x	x	5	-0.3	-4
CC(C)(C)C1(O)CC(C(F)(F)F)=NN1C(=O)Cc1ccc([N+](=O)[O-])cc1 (stereo not given)	12	-14	-4	-18	9	3	-7	2.6	6
CCOc1ccc(N(CC(=O)NC2CCCC2)C(=O)CCC(=O)Nc2nccs2)cc1	4	-6	3	-7	5	4	-10	0.4	-4
C=CCn1c(SCC(=O)Nc2ccc3c(c2)CCC3)nnc1-c1cccs1	-6	-2	-2	-25	21	2	4	0.5	2

# Complete entries, quoted from the list. Order of values: M1 PAM parental, CHRM1 agonist, CHRM1 PAM, CHO parental Ca, TAAR1 antag, TAAR1 agonist, CHO-K1 Ca antag, CHO-K1 Ca ag, CHRM1 antagonist
# Shown for CCOc1ccc(/C=C2\C(=O)c3ccccc3OC2c2ccccc2)cc1 (stereo not given) = 14, 0, 13, -13, -2, 2, 2, 0.2, -14
# Shown for COc1ccc(N(C(=O)c2ccncc2)S(=O)(=O)c2ccc(Cl)cc2)cc1 = 12, -3, 0, -19, x, x, 5, -0.3, -4
# Shown for CN(C)c1cc(-c2ccccc2)nc(N)n1 = -1, -8, -1, -6, -14, 0, 6, -0.6, 5

# (cont.)
canonical_smiles	M1 PAM parental	CHRM1 agonist	CHRM1 PAM	CHO parental Ca	TAAR1 antag	TAAR1 agonist	CHO-K1 Ca antag	CHO-K1 Ca ag	CHRM1 antagonist
Cc1cc(C)nc(N2CCC(C(=O)NC3CC3)CC2)n1	-2	-4	9	-3	-6	2	-13	-0.3	-20
O=C(NCN1CCN(c2ccccc2F)CC1)c1cccnc1	7	-1	7	-3	-1	16	-39	1.1	-8
COc1ccc(CCN=C(C)c2cc(C)c(C)cc2O)cc1OC	30	-5	5	-10	2	34	-7	0.8	-6
O=C1OC(c2ccco2)=N/C1=C\c1ccc(-c2cccc(C(F)(F)F)c2)o1	20	-4	1	-5	-8	-1	-5	3.4	2
O=C1C2C3C=CC(C3)C2C(=O)N1CCN1CCN(S(=O)(=O)c2ccc3ccccc3c2)CC1 (stereo not given)	8	-4	0	-20	9	5	-6	1.3	-4
C[C@@H]1CN([C@H](C)CO)C(=O)CCCn2cc(nn2)CO[C@H]1CN(C)C(=O)Nc1ccccc1F	11	-3	10	x	-13	5	-8	0.6	-9
COc1ccc(CNC(=O)COC(=O)CC2CCCC2)cc1	18	-4	-2	2	6	-1	4	0.2	4
NS(=O)(=O)c1ccc(NC(=O)/C=C/c2ccc3c(c2)OCO3)cc1	12	-10	9	-14	11	6	-8	0.7	-3
O=C(Nc1ccc(Oc2ccccc2)nc1)C1CCCCN1Cc1ccc(OCCO)cc1 (stereo not given)	14	-5	-1	-13	-44	5	-1	1.3	1
Cc1ccc(NC(=O)c2nc[nH]c2C(=O)Nc2ccccc2F)cc1	9	2	12	x	-30	-1	3	-0.1	-17
Cc1ccc2c(=O)c(CN3CCCCCC3)c(C)[nH]c2c1C	-21	-11	-21	-10	-4	0	2	0.3	72*
O=C(Nc1ccc(F)cc1)c1ccc2c(=O)n(CC3CCCO3)c(=S)[nH]c2c1 (stereo not given)	5	3	2	8	37	18	-19	5.6	-16
CSc1ncccc1C(=O)OCC(=O)Nc1nc(C)c(Cl)cc1Cl	-16	2	14	-21	-31	2	5	0.3	-1
COc1ccc2nc3ccccc3nc2c1NC(=O)c1ccc(Cl)cc1	17	-6	2	-10	7	-1	-5	0.9	0
CC(C)CC(=O)NCc1ccc2[nH]c3c(c2c1)CCCC3	9	-5	6	-10	6	11	-5	0.1	-2
Cc1cc(C)nc(/N=C(\N)Nc2ccc(S(=O)(=O)O)cc2)n1	3	-4	7	x	5	13	-4	1.2	-4
O=C(Nc1ccc([N+](=O)[O-])cc1)C(c1ccccc1)c1ccccc1	-6	0	-14	x	5	8	11	6.7	20
Cn1cc([N+](=O)[O-])c(C(=O)NCc2ccccc2)n1	8	-5	8	1	-4	1	-8	0.0	-5
O=C1CCC(C(=O)N2CCCCCCC2)CN1Cc1cccc(C(F)(F)F)c1 (stereo not given)	-18	-2	4	-6	-1	5	12	1.4	-6
CCCC(OC(=O)CN1C(=O)COc2ccccc21)C(=O)NC1CCCC1 (stereo not given)	15	-7	1	-12	x	x	-10	0.4	-1
COC(=O)c1ccnc(SCC(=O)c2ccccc2)c1	-1	-6	12	-7	-12	6	8	0.4	-10
Clc1ccc(-c2nnc(-c3ccccc3)nc2-c2c[nH]c3ccccc23)cc1	0	-4	-2	8	-13	1	9	2.1	5
CC1=CC(=O)N(c2cccc(C(F)(F)F)c2)C1c1ccc(Cl)cc1 (stereo not given)	-11	-6	-10	-26	5	2	5	-0.1	16

# Assay outcomes deposited in PubChem BioAssay by The Scripps Research Institute Molecular Screening Center.

# Outcome played no part in choosing rows. Share with any hit: about 4.4%.
